# tim23-1 inh: growth inhibitors of tim23-1 mutant yeast; S. cerevisiae tim23-1 growth, BacTiter-Glo luminescence, 24 h; inhibition, % at 20 µM; 330,000 tested, 1.3% active; AID 463212;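 active = growth inhibition of the mutant yeast at or above 50%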;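 note: temperature-sensitive mutant grown at 25 °C; plate controls were DMSO-treated mutant yeast for no effect and medium wells lacking yeast for full effect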
# TIM10 inh: inhibits growth of TIM10 yeast strain. AID 463195. inhibition, % at 10 µM. 330,000 tested, 1.4% active. S. cerevisiae TIM10 strain growth, BacTiter-Glo luminescence, 24 h;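 active = inhibition of 40% or more at the single tested concentration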;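 note: wild-type TIM10 isogenic control strain grown at permissive 25 °C; 0% = DMSO yeast wells and 100% = minimal medium wells without yeast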
# tim10-1 inh: inhibits growth of tim10-1 mutant yeast; S. cerevisiae tim10-1 ts strain growth, BacTiter-Glo, 24 h; inhibition, % at 20 µM; 330,000 tested, 2.2% active; AID 463190;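 active = inhibition of at least 40%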;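 note: mutant grown at 25 °C; 0% = DMSO wells with yeast and 100% = wells holding no yeast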
# UPR CHOP act: activators of apoptotic arm of unfolded protein response (CHOP); activation, % at 10 µM; CHO-CHOP luciferase reporter, UPR activation, luminescence; percent of tunicamycin response over DMSO baseline; 330,000 tested, 0.34% active;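 active = at 10 µM dose, activation of 40% or more, normalized to positive control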;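 note: 100% = tunicamycin at 10 µg/mL and 0% = DMSO alone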
#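 Assay system: CHO-CHOP cells, stable luciferase reporter of PERK-eIF2a-CHOP signalling / Buffer or medium: F12 plus 10% serum / Compound dosing: one dose, 10 µM in 0.5% DMSO / Times: 6 h compound treatment, 37 °C / Technique: luciferase luminescence / Read-out: % reporter activation, DMSO baseline versus tunicamycin full activation / Benchmarks: tunicamycin and DMSO controls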
# NLRP3 yeast inh: NALP3 inhibition in yeast; Yeast reconstituted NLRP3/ASC/caspase-1, beta-gal luminescence, 24 h; inhibition, % at 10 µM; 330,000 tested, 0.39% active;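 active = inhibition of 50% or more; inactive = inhibition below 50%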;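 note: plate controls were induced DMSO wells for no effect and uninduced yeast grown without galactose for full effect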
# XBP1 UPR activ: adaptive UPR (XBP1) activation; AID 463104; activation, % at 20 µM; CHO-XBP1 luciferase reporter, IRE1-XBP1 UPR activation, luminescence; percent of tunicamycin response, DMSO as zero; 330,000 tested, 0.33% active;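 active = versus positive control, 20 µM dose yields 30% or more activation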;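 note: 100% = tunicamycin at 10 µg/mL and 0% = DMSO only wells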
#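 incubation = overnight seeding at 37 °C, 6 h compound treatment at 37 °C | assay system = CHO-XBP1 cells stably carrying IRE1-XBP1-driven luciferase reporter | input = 1000 cells per well | detection = luciferase luminescence | dosing = single point, 20 µM final compound, 1% DMSO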
# APJ ag: APJ receptor agonism. P35414. CHO-K1 APJ PathHunter beta-arrestin, luminescence; 0% DMSO wells, 100% apelin. activation, % at 20 µM. 330,000 tested, 0.11% active. AID 2520;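 active = activation more than six SD over the plate average, tested at 20 µM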;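 note: 0% = DMSO alone and 100% = apelin-13 at 10 nM; some results filed as inactive read as strong as hits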
# Target sequence (P35414 whole entry, looked up): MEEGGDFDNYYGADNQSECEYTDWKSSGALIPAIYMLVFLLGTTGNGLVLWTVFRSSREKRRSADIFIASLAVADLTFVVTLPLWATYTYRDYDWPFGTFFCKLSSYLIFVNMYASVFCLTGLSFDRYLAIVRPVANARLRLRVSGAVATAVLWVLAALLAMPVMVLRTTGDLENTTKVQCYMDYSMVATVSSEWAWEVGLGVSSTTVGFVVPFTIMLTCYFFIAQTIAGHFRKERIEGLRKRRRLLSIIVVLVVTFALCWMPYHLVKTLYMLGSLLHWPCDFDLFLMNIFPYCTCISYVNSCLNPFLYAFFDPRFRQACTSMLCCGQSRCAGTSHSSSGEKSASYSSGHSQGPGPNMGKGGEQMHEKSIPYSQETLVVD
#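 system = engineered CHO-K1 APJ arrestin reporter cells | input = 1000 cells per well | timing = overnight seeding, 90 min compound at 25 °C, 1 h detection | measured by = enzyme-fragment complementation luminescence | read-out = beta-arrestin recruitment to APJ as agonist activity, luminescent signal | control set = negative DMSO alone, positive Apelin-13 at 10 nM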
# GRIN3A LBD mod: NR3A (human) ligand-binding domain modulation; 340,000 tested, 2.5% active; NR3A LBD differential scanning fluorimetry, Tm shift; 0% = protein alone, 100% = glycine-bound protein; Tm shift relative to glycine control, % at 25 µM;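 active = melting temperature shift of at least 10% of the positive control shift, at one fixed dose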
# Mdm2 MdmX PPI: disrupts the human Mdm2-MdmX interaction; O15151+Q00987; SaOS-2 split-luciferase Mdm2/MdmX complementation, luminescence; inhibition, % at 8 µM; 330,000 tested, 3% active;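 active = inhibition of at least 50% at 8 µM in the primary screen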
# * marks the source's active call; other numbers are inactive results; nt = no result given.
SMILES,tim23-1 inh,TIM10 inh,tim10-1 inh,UPR CHOP act,NLRP3 yeast inh,XBP1 UPR activ,APJ ag,GRIN3A LBD mod,Mdm2 MdmX PPI
O=C(COC(=O)/C=C/c1ccco1)NCc1ccccc1,11,4,14,0.1,-13,-2,-4,-1,16
O=C(O)CC1(c2ccc(F)cc2)C2CC3CC(C2)CC1C3 (stereo not drawn),21,1,26,-0.6,-10,-1,-3,-1,21
Cc1n[nH]c(C)c1S(=O)(=O)N1CCCCCC1,-23,-17,-37,-0.5,-1,-1,3,0,8
O=[N+]([O-])/C=C/c1cc2ccccc2[nH]1,5,4,13,1.4,5,-3,1,18*,-9
Cc1cccc(N2C(=O)C(Cl)=C(N3CCOCC3)C2=O)c1,18,1,26,0.9,22,2,0,3,11
COc1cccc(CN(C)C(=O)c2cc(S(=O)(=O)N3CCCCCC3)ccc2OC)c1,11,9,14,3.8,11,-1,-3,2,-9
COc1ccccc1N1CCN(C(=O)CSc2nnc3c4ccccc4nc(Cc4ccccc4)n23)CC1,28,18,37,-1.2,18,1,1,nt,17
CCCCN1C(=O)C(=O)NC[C@@H]1CCCCN,16,7,4,1.8,12,-1,10,-2,-13
Cc1occc1-c1nnc(SCC(=O)NC(C)(C)C)n1CC(C)C,12,6,10,-2.2,16,-1,-3,1,0
Cc1cc(NC(=O)CCC(=O)N(Cc2ccco2)C2(C(=O)NC3CCCCC3)CCN(C)CC2)no1,2,11,5,4.9,5,-1,-2,2,-15
Cc1nn(Cc2ccccc2Cl)c(C)c1C(=O)NC1=NCCS1,-4,0,4,-1.0,2,0,-7,-3,4
CCOc1cc(/C=C2/NC(=O)N(CC(=O)Nc3cccc(C)c3)C2=O)ccc1OC,-17,-31,-9,-3.1,6,2,-2,-2,70*
Cc1ccc(NC(=O)C(=O)NCCN2CCN(C(=O)C(c3ccccc3)c3ccccc3)CC2)cc1,-3,14,12,-0.1,19,-2,-3,0,30
Cc1cc(C)n2nc(SCc3nnc(SCc4ccccc4)s3)nc2n1,24,4,-40,0.4,34,4,2,-2,-9
O=C(COC(=O)c1ccc(S(=O)(=O)Nc2ccccc2)cc1)NCC1CCCO1 (stereo not drawn),2,-25,-7,-0.6,6,-1,-2,-1,15
CCOC(=O)c1cc2cc(CC(=O)c3ccc(OCC)cc3O)ccc2o1,6,4,8,-1.1,14,-3,3,-5,10
O=c1cc2c(n[nH]1)-c1ccccc1CC2,-2,2,-1,0.1,2,1,-4,-1,27
CC(=O)Nc1ccc(C(=O)OCCCOC(=O)c2ccc(NC(C)=O)cc2)cc1,8,-2,3,-0.2,-5,0,1,0,6
O=C(NCc1ccccn1)c1cccc(NS(=O)(=O)c2ccccc2F)c1,16,11,9,1.7,0,-1,1,2,13
CCCn1c(C)c(C(=O)OCC)c(O)c(-c2ccccc2)c1=O,-5,-12,-2,0.2,11,-4,4,0,7
COc1ccc(C(=O)Nc2nnc(SCC(=O)NCc3ccco3)s2)c(OC)c1,9,9,14,-4.5,21,-10,0,1,-42
CCN1CCN(S(=O)(=O)c2ccc(Cl)c(C(=O)N(C)Cc3cccs3)c2)CC1,-1,-3,0,-0.9,-2,0,-5,2,-1
CCC(=O)N1CCN(c2cc3c(cc2F)c(=O)c(C(=O)O)cn3CC)CC1,12,-5,-6,4.4,5,3,-4,-1,-49
Cc1ccc2nc(NC(=O)C3CCN(S(=O)(=O)c4cccc5nsnc45)CC3)sc2c1,-8,30,10,2.9,4,-1,1,-20,55*
N/C(=N\OC(=O)c1ccc([N+](=O)[O-])cc1Cl)c1ccccn1,59*,42*,53*,-8.5,15,-10,3,-4,54*
N#Cc1nc(-c2ccc(Cl)cc2)oc1NCC1CCCO1 (stereo not drawn),16,0,-5,3.1,14,5,-3,0,-55
CCCCN(CC)C(=O)CSc1cc(=O)n(C)c2ccccc12,33,11,23,0.2,6,5,3,2,7
COC(=O)c1cc(OC)c(OC)cc1NC(=S)N1CCOCC1,6,8,6,2.3,6,-2,0,1,-20
FC(F)(F)c1ccccc1NC(=S)Nc1cccc(Cl)c1,24,32,23,-0.7,3,-1,-1,14*,-3
COc1ccc(-c2cc3ccccc3n2CC(O)Cn2nc(C)cc2C)cc1 (stereo not drawn),35,41*,32,0.7,8,-1,5,-3,-8
COC(=O)c1cccnc1N1CCN(c2ccccc2F)CC1,15,5,15,-0.1,28,-1,-4,2,-19
COc1ccc(-c2noc(CCC(=O)N3CCN(c4cccc(F)c4)CC3)n2)cc1,14,-13,3,1.5,nt,4,nt,4,37
NC(=O)COc1ccc(C23CC4CC(CC(C4)C2)C3)cc1,-15,10,13,4.8,7,7,0,1,-45
COC(=O)[C@@H]1C[C@H]2CC[C@H](O)C[C@H]2N1Cc1ccc(Cl)cc1,16,-3,3,0.2,8,-1,5,1,0
Cc1ccccc1N=C(N)Nc1ccccc1C,1,5,-8,2.6,16,-2,-4,1,-5
CCOc1ccc(NC(=O)c2ccc3c(c2)C(=O)N(Cc2ccncc2)C3=O)cc1,1,-6,-4,-0.6,-1,-3,4,-3,16

# Reprinted at random: 2 entries already listed
SMILES,tim23-1 inh,TIM10 inh,tim10-1 inh,UPR CHOP act,NLRP3 yeast inh,XBP1 UPR activ,APJ ag,GRIN3A LBD mod,Mdm2 MdmX PPI
COC(=O)[C@@H]1C[C@H]2CC[C@H](O)C[C@H]2N1Cc1ccc(Cl)cc1,16,-3,3,0.2,8,-1,5,1,0
COC(=O)c1cccnc1N1CCN(c2ccccc2F)CC1,15,5,15,-0.1,28,-1,-4,2,-19

# New compounds follow
SMILES,tim23-1 inh,TIM10 inh,tim10-1 inh,UPR CHOP act,NLRP3 yeast inh,XBP1 UPR activ,APJ ag,GRIN3A LBD mod,Mdm2 MdmX PPI
O=C(N=C1SC2CS(=O)(=O)CC2N1c1ccccc1F)C1CCCCC1 (stereo not drawn),9,9,24,1.5,-5,1,-3,-1,2
O=C(Nc1ccncc1)c1cc(-c2cccc(Br)c2)nc2ccccc12,-1,21,0,0.7,7,-3,27,5,19
CSc1ncc(C(=O)O)n1-c1ccc(F)cc1,0,-7,11,-0.2,-5,-1,-4,4,-5
Clc1ccc(CNCC2CCCO2)c(Cl)c1 (stereo not drawn),5,-7,-3,2.3,-1,-2,-5,-1,18
Cc1cccc(NC(=O)c2ccc(S(=O)(=O)N3CCCCC3C)cc2)n1 (stereo not drawn),36,18,41*,2.5,-26,-3,1,-1,20
O=C(Nc1cc2c(cc1[N+](=O)[O-])OCCO2)c1cccnc1,14,4,7,2.0,33,4,1,-1,2
CN1C(=O)NC(c2ccccc2)C2=C1CN(c1ccc3ccccc3c1)C2=O (stereo not drawn),16,5,10,-1.4,11,-4,1,-4,23
Cc1[nH]c2ccccc2c1/C=N/n1cnnc1,8,5,1,1.2,14,1,-1,1,13
O=C(CCN1CCN2CCCC2C1)N1c2ccccc2Sc2ccc(Cl)cc21 (stereo not drawn),-14,-23,22,-2.7,7,-4,-2,-1,41
Oc1c(C=Nc2ccccc2Cl)[nH]c2ccccc12,0,18,3,3.1,-4,-1,-9,-1,26
C(#CC1CCCC1)c1ccc2c(c1)COc1c3ccccc3nn1-2,21,17,14,4.3,31,6,-2,1,-118
Cc1cc(Br)c(NC(=O)CCl)c(Br)c1,9,1,13,-0.1,-49,1,6,-3,20

# Single records (already shown). Values in the order: tim23-1 inh | TIM10 inh | tim10-1 inh | UPR CHOP act | NLRP3 yeast inh | XBP1 UPR activ | APJ ag | GRIN3A LBD mod | Mdm2 MdmX PPI
# O=C(Nc1ccncc1)c1cc(-c2cccc(Br)c2)nc2ccccc12 reads -1 | 21 | 0 | 0.7 | 7 | -3 | 27 | 5 | 19
# Cc1cc(Br)c(NC(=O)CCl)c(Br)c1 reads 9 | 1 | 13 | -0.1 | -49 | 1 | 6 | -3 | 20
# Oc1c(C=Nc2ccccc2Cl)[nH]c2ccccc12 reads 0 | 18 | 3 | 3.1 | -4 | -1 | -9 | -1 | 26
# Cc1cccc(NC(=O)c2ccc(S(=O)(=O)N3CCCCC3C)cc2)n1 (stereo not drawn) reads 36 | 18 | 41* | 2.5 | -26 | -3 | 1 | -1 | 20
# O=C(N=C1SC2CS(=O)(=O)CC2N1c1ccccc1F)C1CCCCC1 (stereo not drawn) reads 9 | 9 | 24 | 1.5 | -5 | 1 | -3 | -1 | 2

# Arranged by heavy-atom count (low to high): 3 of the compounds above
SMILES,tim23-1 inh,TIM10 inh,tim10-1 inh,UPR CHOP act,NLRP3 yeast inh,XBP1 UPR activ,APJ ag,GRIN3A LBD mod,Mdm2 MdmX PPI
Cc1[nH]c2ccccc2c1/C=N/n1cnnc1,8,5,1,1.2,14,1,-1,1,13
O=C(Nc1cc2c(cc1[N+](=O)[O-])OCCO2)c1cccnc1,14,4,7,2.0,33,4,1,-1,2
O=C(CCN1CCN2CCCC2C1)N1c2ccccc2Sc2ccc(Cl)cc21 (stereo not drawn),-14,-23,22,-2.7,7,-4,-2,-1,41
